# UBC13 polyUb: UBC13 polyubiquitin chain formation inhibitors, primary screen, biochemical, TR-FRET, uHTS; Ubiquitin-conjugating enzyme E2 N (Homo sapiens), P61088; inhibition, % at 20 µM; 330,000 tested, 0.47% active; AID 485273, 2010; in the data active = inhibition above about 45%, passing the limit was not always enough
# Target sequence (P61088 whole entry, looked up): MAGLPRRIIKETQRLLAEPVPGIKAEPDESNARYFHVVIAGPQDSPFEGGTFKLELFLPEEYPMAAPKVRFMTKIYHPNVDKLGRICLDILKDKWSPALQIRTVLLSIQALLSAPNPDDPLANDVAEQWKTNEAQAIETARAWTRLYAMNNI
# Jurkat NFkB inh: inhibitors of induced NF-kB luciferase reporter, primary screen, TCR NF-kB activation inhibitor project, cell-based, luminescence, uHTS; inhibition, % at 4 µM; AID 435003, 2010; Jurkat, PMA/ionomycin-induced NF-kB luciferase reporter; 330,000 tested, 0.53% active
# HKDC1 inhibitor: HKDC1 hexokinase inhibitors, primary screen, biochemical, fluorescence, uHTS. Q2TB90. recombinant HKDC1, G6PDH/diaphorase resazurin coupled fluorescence. inhibition, % at 20 µM. 340,000 tested, 0.16% active. AID 493160, 2011;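 active = inhibition above about 35% when tested at 20 µM, limit read from the data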;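 also: plate controls were DMSO wells with enzyme for no effect and DMSO wells lacking enzyme for full effect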
#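 Assay system: recombinant HKDC1 hexokinase; detection: coupled resazurin fluorescence, excitation 525 nm, emission 613 nm; benchmarks: DMSO-plus-enzyme-mix negative control, buffer-substituted positive control; compound dosing: single 20 µM dose; schedule: 90 min at room temperature in dark; also added: glucose plus 1 mM ATP as hexokinase substrates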
# SENP8 inh: SENP8 protease inhibitors, primary screen, biochemical, luminescence; purified SENP8, Z-RLRGG-aminoluciferin cleavage; inhibition, % at 10 µM; 330,000 tested, 1.2% active; Sentrin-specific protease 8 (Homo sapiens), Q96LD8; AID 2540, 2010
# Target sequence (Q96LD8 whole entry, looked up): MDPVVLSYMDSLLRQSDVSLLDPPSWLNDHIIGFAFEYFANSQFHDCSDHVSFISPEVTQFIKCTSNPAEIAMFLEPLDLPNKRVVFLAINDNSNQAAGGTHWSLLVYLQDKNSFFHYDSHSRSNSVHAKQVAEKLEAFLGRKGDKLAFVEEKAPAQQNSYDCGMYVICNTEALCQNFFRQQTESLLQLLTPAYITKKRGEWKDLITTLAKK
# 697 NFkB inh: inhibitors of PMA/ionomycin-induced NF-kB reporter, 697 cells, primary screen, B-cell NF-kB inhibitor project, cell-based, luminescence, uHTS | inhibition, % at 4 µM | 330,000 tested, 0.33% active | 697 B-cell NF-kB luciferase reporter, 16 h | AID 435022, 2010; in the data active = inhibition above about 35%
# Gli-Sufu block: Gli-Sufu pathway antagonists, primary screen, luciferase luminescence, Sufu-KO-LIGHT cells, uHTS; Sufu-KO-LIGHT fibroblasts, Gli luciferase reporter luminescence; inhibition, % at 5 µM; 340,000 tested, 0.74% active; AID 588413, 2011;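 active = inhibition above about 55%, limit read from the data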;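 also: 0% = DMSO-treated cells and 100% = wells with medium but no cells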
# Apaf1 inhib: inhibitors of human Apaf-1 apoptosome, primary screen, biochemical, DEVD-Rh110 fluorescence, uHTS; AID 489030, 2010; inhibition, % at 20 µM; 330,000 tested, 0.71% active; reconstituted apoptosome caspase-3 activity; Apoptotic protease-activating factor 1 (Homo sapiens), O14727; active = inhibition of at least 40% at 20 µM;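 also: plate controls were DMSO wells for no effect and DEVD-CHO caspase inhibitor wells for full effect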
#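 Material: biochemical Apaf-1 apoptosome reconstitution. Medium: Hepes buffer, pH 7.5. Also added: cytochrome c activation, bis-DEVD rhodamine 110 substrate. Timing: 30 min compound preincubation, 50 min activation, room temperature. Measured by: rhodamine 110 fluorescence at Ex 480/Em 540 nm.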
# SENP7 inh: SENP7 protease inhibitors, primary screen, biochemical, luminescence, uHTS. Sentrin-specific protease 7 (Homo sapiens), Q9BQF6. recombinant SENP7, Z-RLRGG-aminoluciferin luminescence, 40 min. inhibition, % at 5 µM. 330,000 tested, 1.5% active. AID 434973, 2010;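 active = inhibition above about 50% at the single test dose, limit read from the data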;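 also: plate controls were DMSO with enzyme for no effect and no enzyme buffer wells for full effect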
# Target sequence (Q9BQF6 706-1050 limits assumed): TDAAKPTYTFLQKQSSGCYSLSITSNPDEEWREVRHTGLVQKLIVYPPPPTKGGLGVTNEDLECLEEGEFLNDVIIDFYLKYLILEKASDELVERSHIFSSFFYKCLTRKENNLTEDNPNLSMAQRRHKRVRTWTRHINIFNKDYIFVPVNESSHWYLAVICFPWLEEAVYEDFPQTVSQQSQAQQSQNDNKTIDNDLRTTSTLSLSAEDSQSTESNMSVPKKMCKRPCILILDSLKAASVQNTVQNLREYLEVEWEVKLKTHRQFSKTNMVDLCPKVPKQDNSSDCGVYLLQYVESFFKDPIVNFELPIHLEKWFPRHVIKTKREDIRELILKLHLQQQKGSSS
# Starred values were filed as active, the others as inactive; nt = no result given. Rule as the data show it, unless noted: active = inhibition above about 50%; inactive = the rest.
SMILES,UBC13 polyUb,Jurkat NFkB inh,HKDC1 inhibitor,SENP8 inh,697 NFkB inh,Gli-Sufu block,Apaf1 inhib,SENP7 inh
CC(NC(=O)OC(C)(C)C)C(=O)Oc1ccc2ccc(=O)oc2c1 (stereo not given),17,-2,-2,-8,-6,-6,-2,-4
O=C(NCc1ccccc1)N1CCN(c2ccc(Cl)c(Cl)c2)CC1,0,44,2,0,3,-19,2,4
O=S1(=O)CC/C(=N/Nc2ccccn2)c2cc(F)ccc21,-15,5,-4,-7,-8,14,-8,63*
CC1CC2(CCCC2)N(C(=O)c2ccccc2)Cc2ccccc21 (stereo not given),3,8,7,1,10,4,17,-1
CC(=O)Nc1cc(-c2ccc(Cl)cc2)[nH]n1,-2,-47,-14,-18,-28,-57,2,-1
CCOC(=O)c1nnn(-c2nonc2N)c1CNc1ccc(C)c(Br)c1,4,0,5,3,-11,7,16,14
N#Cc1c(NC(=O)c2cnccn2)sc2c1CCCC2,-9,-42,15,22,-117,-47,6,43
N=c1c(S(=O)(=O)c2ccccc2)cc2c(=O)n3ccccc3nc2n1C1CCCC1,2,5,3,-8,-4,0,15,-13
COc1ccccc1-c1nnc(-c2ccc(F)cc2)o1,7,-83,-1,25,-105,-59,-13,50*
COc1ccc(NC(=O)CSc2nnnn2C)c([N+](=O)[O-])c1,-8,-13,3,-3,-13,-4,3,-6
Cc1ccc(-n2c(N)c(S(=O)(=O)c3ccccc3)c3nc4ccccc4nc32)cc1,0,2,-6,4,7,-6,8,6
CC(C)=CC(=O)Nc1ccc(OCc2ccccc2)cc1,-6,-22,6,49,-37,-20,-11,58*
O=C(NN1C(=O)C2C(C1=O)C1C=CC2C12CC2)c1ccncc1 (stereo not given),-9,2,-2,-5,6,5,-3,2
O=C(Nc1cccc(S(=O)(=O)N2CCOCC2)c1)C(c1ccccc1)N1CCCCC1 (stereo not given),-6,11,3,-1,16,15,3,3
Cc1nn(C)cc1S(=O)(=O)N1CCN(Cc2ccc(F)cc2Cl)CC1,-1,-4,-8,-9,10,9,8,-1
COc1ccc(N(CC2CO2)S(=O)(=O)c2ccc(C)cc2)cc1 (stereo not given),1,-1,5,-2,-10,-5,5,-9
CCc1cc(=O)oc2c3c(cc(OCC(=O)NC4CC4)c12)OC(C)(C)CC3,19,1,9,-6,-17,4,1,3
CCCCC(NS(=O)(=O)c1ccc(OC)cc1)C(=O)O (stereo not given),6,8,3,-3,18,-1,-9,-1
CN(C(=O)CSc1nnnn1-c1ccc(O)cc1)C1CCS(=O)(=O)C1 (stereo not given),7,2,-7,-7,0,-1,-1,-1
O=C(Nc1cc(Cl)cc(Cl)c1)C(c1ccccc1)N1CCCCC1 (stereo not given),-2,1,2,-1,9,2,16,8
Cc1cc(C(=O)N/N=C/c2ccc(-c3cccc(Br)c3)o2)n[nH]1,-26,-2,-6,-4,-10,-7,-7,16
CNc1nc(OC)nc(N(C#N)CN2C(=O)c3ccccc3S2(=O)=O)n1,1,18,11,7,2,-3,-4,2
COCCNC(=S)N/N=C/c1ccc(-c2ccc([N+](=O)[O-])cc2)o1,-8,0,0,4,21,7,-1,2
C#CCOCCOCCOCCNc1nc(N2CCN(C(=O)CCCCCCCCCCNC(=O)[C@@H](CCC(=O)O)n3cc(CCCCCN)nn3)CC2)nc(N2CCN(C(=O)CCCCCCCCCCNC(=O)[C@@H](CCC(=O)O)n3cc(CCCCCN)nn3)CC2)n1,45*,10,5,3,24,-2,36,-1
COc1ccc(C2=CC(=O)C[C@H](c3ccc(F)cc3)C2)c(OC)c1,7,-5,2,0,2,1,11,-1
COc1ccc(C(=O)Cn2ccsc2=NC(C)=O)cc1,4,-6,8,3,-3,-9,-2,5
Cc1ccn(C(C)CC(=O)N2CCc3ccccc32)n1 (stereo not given),8,2,-2,-10,-6,-5,-6,0
Fc1ccccc1CSc1nc2ccccc2[nH]1,-3,-154,1,79*,-246,-72,7,85*
CCOC(=O)C1CCN(CC(=O)c2c(C)n(C)c3ccc(OC)cc23)CC1,7,2,-1,3,4,7,5,-6
COc1ccc(OCC(=O)Nc2cc(-c3nn4c(C)nnc4s3)ccc2C)cc1,19,7,2,1,5,-11,8,-5
CC(=O)n1cc([C@H]2C=C(C(=O)Nc3ccccc3)O[C@@H](OCCCCO)C2)c2ccccc21,69*,-1,-4,-4,17,18,13,3
COc1cc(NC(=O)c2cccc3c2C(=O)N(Cc2cccnc2)C3)cc(OC)c1OC,19,-5,-2,-10,26,14,19,-2
CSc1ccccc1OCc1cc(C(=O)NC2CCOC2)no1 (stereo not given),3,-23,-1,1,-5,-26,0,1
CC(C)C(C(=O)Nc1ccccc1)N1C(=O)c2ccccc2C1=O (stereo not given),-2,-2,-3,4,17,-20,-1,6
COc1ccc(Nc2nc(-c3cc4cccc(OC)c4oc3=O)cs2)cc1,-8,-11,-10,-8,1,2,-15,-6
CCOC(=O)CN1CC23C=CC(O2)C(C(=O)NC2CCCCC2)C3C1=O (stereo not given),-2,7,-2,3,-9,5,2,6
Cc1n(C)c2cc(Cl)ccc2[n+]1Cc1ccccc1,-10,-11,-10,7,-19,11,-8,1
O=C(NC(=S)Nc1cc(S(=O)(=O)N2CCOCC2)ccc1N1CCOCC1)c1ccco1,-20,-5,3,0,-7,-4,8,-9
Cc1ccccc1-c1nc(Cc2ccc(Cl)cc2)no1,7,-21,6,-20,-28,-25,14,-2
CN(C)S(=O)(=O)c1ccc(C(=O)Nc2ccc(Cl)cc2)cc1,-10,-43,-1,-2,-54,-14,1,-4
CC(=O)Nc1ccc(S(=O)(=O)NCc2nc(-c3ccccc3Cl)no2)cc1,0,2,-5,-3,-1,-10,6,2
CC(C)Oc1ccc(C(=O)N2CCN(C(=O)c3ccco3)CC2)cc1,1,14,-9,4,3,2,-10,-6
CCOC(=O)c1cc(-c2ccc(C)o2)nn1CCC#N,-6,16,-5,-6,23,-31,-1,3
CCn1c(SCC(=O)c2[nH]c(C)c(C(C)=O)c2C)nnc1-c1ccccc1,-2,22,-6,-3,0,-14,4,-2
COc1ccc(/C=C(\NC(=O)c2ccc(OC)cc2)C(=O)Nc2ccccc2C(=O)O)cc1,-8,-6,4,5,12,-1,6,0
COc1ccc(-c2oc3ccc(-c4cc(OC)c(OC)c(OC)c4)cc3c2-c2ccc(OC)cc2)cc1,12,4,-1,-12,2,7,-211,10
CC(=O)c1ccc(N2CCN(C(=O)c3nn(C)c4c3CS(=O)(=O)c3ccccc3-4)CC2)cc1,0,8,-1,16,12,0,4,-3
CC1(c2ccc(Cl)cc2)NC(=O)CS1 (stereo not given),-13,-3,-5,-4,-6,-7,-9,-11
CCS(=O)(=O)c1nc(S(=O)(=O)c2ccc(Cl)cc2)c(NCCN2CCOCC2)s1,-4,4,-3,-1,6,6,6,5
CCOC(=O)N1CCN(C(=O)c2cccn3c(=O)c4sccc4nc23)CC1,13,7,7,-7,20,5,-17,-6
COc1ccc(F)cc1Cn1nc(C(=O)O)c2ccccc2c1=O,4,6,-4,-14,-9,3,-1,-3
CCc1ccccc1N(CC(=O)NC(C)C)C(=O)CCC(=O)Nc1nccs1,-6,-17,-3,-4,-23,-4,7,6
CCOc1cc(NC(=S)NCc2ccco2)c(OCC)cc1NC(=O)CC,-13,-8,-4,2,24,-4,-2,2
CN(C)S(=O)(=O)c1cccc(COC(=O)c2cc([N+](=O)[O-])ccc2N2CCOCC2)c1,-5,17,-6,-9,-1,3,12,-3
CCOc1ccc(N2C(=O)CC(/C=C3/N(C)c4ccccc4C3(C)C)C2=O)cc1 (stereo not given),-20,-9,16,-9,-23,2,6,1
Cc1ccc(OCC(=O)Nc2cnn(CCCC(=O)O)c2)c([N+](=O)[O-])c1,-4,7,-5,10,17,-7,-6,5
C=CCn1c(SCC(=O)Nc2ccccc2OC)nc(O)c(CC)c1=O,9,4,-7,9,19,-1,6,15
CCn1c(=N)n(CC(O)c2ccco2)c2ccccc21 (stereo not given),-3,7,4,-5,9,-45,-5,3
CC(C)CC(=O)N/C(N)=N/c1nc2ccccc2s1,5,-178,-3,17,-316,-102,8,33
Cc1ccc(C(=O)N/N=C/C=C/c2ccccc2)o1,-5,-9,13,-4,18,-5,-2,4

# 3 records picked at random from those above, as already listed:
SMILES,UBC13 polyUb,Jurkat NFkB inh,HKDC1 inhibitor,SENP8 inh,697 NFkB inh,Gli-Sufu block,Apaf1 inhib,SENP7 inh
Cc1ccc(OCC(=O)Nc2cnn(CCCC(=O)O)c2)c([N+](=O)[O-])c1,-4,7,-5,10,17,-7,-6,5
CCOC(=O)N1CCN(C(=O)c2cccn3c(=O)c4sccc4nc23)CC1,13,7,7,-7,20,5,-17,-6
CC(C)CC(=O)N/C(N)=N/c1nc2ccccc2s1,5,-178,-3,17,-316,-102,8,33

# New compounds follow:
SMILES,UBC13 polyUb,Jurkat NFkB inh,HKDC1 inhibitor,SENP8 inh,697 NFkB inh,Gli-Sufu block,Apaf1 inhib,SENP7 inh
COc1ccc(OC)c(S(=O)(=O)CC(O)CS(=O)(=O)c2ccccc2)c1 (stereo not given),-6,7,-4,-6,-12,7,6,11
COc1cc(/C=N/N2CCN(C3c4ccccc4-c4ccccc43)CC2)cc(OC)c1O,4,-8,16,-5,-2,1,8,3
COc1ccc(N2CCN(c3cc(C)nc4ccc(OC)cc34)CC2)cc1,-8,0,-3,-13,-22,7,6,-4
O=C(c1ccco1)N1CCC(N2CCN(c3ccccc3)CC2)CC1,0,-2,-1,-4,14,2,-4,3
CCOC(=O)c1sc(NC(=O)CCN2CCCCCC2)c(C(=O)OCC)c1C,5,0,0,-14,-6,24,2,-2
COc1cc(C(=O)Nc2nnc(CC(=O)NCc3ccccc3)s2)cc(OC)c1OC,13,12,-5,-4,-2,6,-2,11
COc1cc(C(c2c(C)[nH][nH]c2=O)c2c(C)[nH][nH]c2=O)ccc1OCc1ccc([N+](=O)[O-])cc1,-15,-97,1,3,8,-16,13,-3
CCOC(=O)N1CCN(c2c(NCCOC)c(=O)c2=O)CC1,-2,-9,-3,-9,14,nt,2,-2
O=C(COC(=O)c1ccccc1C(=O)c1ccc(Cl)cc1)NCCc1ccccc1,-10,-4,9,0,-2,-11,21,4
COc1ccc(NC(=O)C23CCC(C)(C(=O)O2)C3(C)C)cc1 (stereo not given),3,-13,-10,5,11,-3,-11,-2
Cc1ccc2c(c1)N(CC(=O)N1CCN(C3CCCCC3)CC1)C(=O)CO2,4,-2,1,1,14,11,3,7
O=S(=O)(Nc1nc2ccccc2s1)c1ccc(Cl)nc1,-6,-4,-1,6,-14,8,-20,3
CC(=O)Nc1ccc(NC(=O)C(C)OC(=O)CCc2nc3ccccc3s2)cc1 (stereo not given),-4,4,-3,-10,8,4,4,-9
COc1cccc(NC(=O)C(NCCC(C)C)c2ccccc2)c1 (stereo not given),9,-2,0,1,3,5,8,-3
COc1ccc(C2CC(=O)C(C=NCCN3CCN(C(=S)Nc4ccccc4)CC3)=C(O)C2)cc1OC (stereo not given),5,6,-3,8,3,7,1,3

# Entries above marked active in UBC13 polyUb:
molecule | UBC13 polyUb | Jurkat NFkB inh | HKDC1 inhibitor | 697 NFkB inh | SENP7 inh
C#CCOCCOCCOCCNc1nc(N2CCN(C(=O)CCCCCCCCCCNC(=O)[C@@H](CCC(=O)O)n3cc(CCCCCN)nn3)CC2)nc(N2CCN(C(=O)CCCCCCCCCCNC(=O)[C@@H](CCC(=O)O)n3cc(CCCCCN)nn3)CC2)n1 | 45* | 10 | 5 | 24 | -1
CC(=O)n1cc([C@H]2C=C(C(=O)Nc3ccccc3)O[C@@H](OCCCCO)C2)c2ccccc21 | 69* | -1 | -4 | 17 | 3

# Not a hit list; about 3.6% have a hit in one of these screens.
